Tb PFK block: qHTS Assay to Find Inhibitors of T. brucei phosphofructokinase | ATP-dependent 6-phosphofructokinase (Trypanosoma brucei brucei), O15648 | T. brucei PFK, ADP-Glo luminescence | Potency, µM (highest dose often 57.5 µM), without a hit: at the top dose activity, negative = inhibition, usual class: inhibitors | actives 0.17% (n = 330,000);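 further: potency means the concentration at half of the fitted maximal effect; 0% = uninhibited 1x PFK enzyme wells and -100% = no-enzyme wells; nearly all actives have a fitted effect of over 60% in size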
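Activity is normalized to no-enzyme wells (full inhibition) and 1.25 nM enzyme wells (no inhibition). Reaction: 0.5 mM F6P, 0.1 mM ATP, 45 min RT, ADP-Glo luminescence; concentration-response curves fitted and classed by quality.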
KCNH2 WT inh: qHTS for Inhibitors of KCHN2 3.1: Wildtype qHTS; Voltage-gated inwardly rectifying potassium channel KCNH2 (Homo sapiens), Q12809; U2OS, BacMam KCNH2, thallium flux FluxOr; stronger effect = lower value; activity change, % at 1.84 µM; actives 0.37% (n = 340,000); AID 720551, 2013;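 active means maximum activity change below -70%; inconclusive means maximum activity change between -70% and -50%; inactive means maximum activity change above -50%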; further: on the % scale 0 is the no-effect control and ±100 the full control effect
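U2OS cells transduced with wild-type KCNH2 virus are loaded with FluxOr dye for 45 min, and thallium flux is measured in kinetic reads before and after stimulation buffer. Rate constants are normalized to DMSO controls.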
TSHR antagonist: Antagonists of the Thyroid Stimulating Hormone Receptor: HTS campaign; TSHR-expressing cells, TSH-stimulated cAMP HTRF, 2 h; stronger effect = lower value; activity change, negative = inhibition, % at 11.5 µM; actives 0.2% (n = 330,000);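 active means activity change below a set negative limit, meaning inhibition stronger than a set level, cut at about -70% in these data; inconclusive means activity change between two set negative limits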; further: on the % scale 0 is the no-effect control and ±100 the full control effect
Target sequence (P16473 whole entry, looked up): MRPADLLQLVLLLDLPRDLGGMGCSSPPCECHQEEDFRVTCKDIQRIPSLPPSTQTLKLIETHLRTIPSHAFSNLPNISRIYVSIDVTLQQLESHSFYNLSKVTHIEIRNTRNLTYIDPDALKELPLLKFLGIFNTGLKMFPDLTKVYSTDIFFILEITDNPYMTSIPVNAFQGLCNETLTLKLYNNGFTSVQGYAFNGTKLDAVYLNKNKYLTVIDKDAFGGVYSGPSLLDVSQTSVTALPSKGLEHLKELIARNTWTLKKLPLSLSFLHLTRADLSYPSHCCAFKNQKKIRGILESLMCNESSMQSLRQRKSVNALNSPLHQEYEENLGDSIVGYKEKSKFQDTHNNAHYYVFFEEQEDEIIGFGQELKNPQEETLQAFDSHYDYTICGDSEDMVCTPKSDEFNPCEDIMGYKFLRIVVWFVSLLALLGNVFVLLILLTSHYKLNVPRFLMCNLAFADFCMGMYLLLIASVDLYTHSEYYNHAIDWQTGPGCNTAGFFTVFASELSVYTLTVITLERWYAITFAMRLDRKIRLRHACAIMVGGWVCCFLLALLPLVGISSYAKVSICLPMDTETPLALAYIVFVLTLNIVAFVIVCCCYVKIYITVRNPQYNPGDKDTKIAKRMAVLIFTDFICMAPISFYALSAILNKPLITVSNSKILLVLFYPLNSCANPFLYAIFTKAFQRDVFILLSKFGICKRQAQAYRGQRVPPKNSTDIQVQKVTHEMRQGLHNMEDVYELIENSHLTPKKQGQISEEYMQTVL
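TSHR-expressing cells were treated with compounds, then stimulated with TSH at EC80 (4nM final) for 2 hours at 37 deg C. Cellular cAMP was measured by HTRF competition between lysate cAMP and cAMP-d2 for a cryptate-labelled anti-cAMP antibody.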
MLL CXXC-DNA inh: qHTS Fluorescence Polarization Assay for Inhibitors of MLL CXXC domain - DNA interaction | MLL-CXXC / FITC-HOXA9 DNA fluorescence polarization | Potency, µM (series often up to 115 µM), for the others: top-dose activity change, negative = inhibition, hits mostly inhibitors | actives 0.037% (n = 290,000); active means well fitted inhibition curve with a large enough effect in the polarisation, with a control signal flat, not every such curve was filed as active; inconclusive means small, poorly fitted or top-dose-only effect, or effect the other way, or a change in a side signal; inactive means no such curve, though single readings can be large or run the other way; the % refers to the polarisation; further: potency means the concentration at half of the fitted maximal effect
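Purified MLL-CXXC (added from a 7 uM solution) was preincubated 5 min at ambient with pinned compounds in 50 mM Tris-HCl pH 7.5, 50 mM NaCl, 1 mM DTT, 0.05% BSA. Fluorescein-labeled HOX-A9 DNA (50 nM solution) followed, 30 min, then polarization read.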
Coupling enz: qHTS Assay for Inhibitors of Fructose-1,6-bisphosphate Aldolase from Giardia Lamblia: Coupling assay counterscreen | activity change, negative = inhibition, % at 58.2 µM, hits read low | actives 0.67% (n = 290,000) | coupling enzyme system counterscreen, AmpLite Red fluorescence; in the data active means activity change below about -30%; further: on the % scale 0 is the no-effect control and ±100 the full control effect
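First, compound is pin-transferred into glyceraldehyde-3-phosphate coupling-enzyme reagent at 57.5 uM final and held 10 min at RT. Next, substrate, coupling system and AmpLite Red are added. After 20 min RT, fluorescence (525/598 nm) is read.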
BCR signal inh: qHTS Assay to Find Inhibitors of Chronic Active B-Cell Receptor Signaling | ABC-DLBCL IkBa-CBG/CBR reporter, luminescence ratio, 4 h | Potency, µM (doses to about 46.1 µM), inactives show top-dose ratio change, negative = lower green/red ratio, usual class: inhibitors | actives 0.05% (n = 340,000); active means well fitted inhibition curve with a large enough effect in the signal ratio, with a control signal flat, not every such curve was filed as active; inconclusive means small, poorly fitted or top-dose-only effect, or effect the other way, or a change in a side signal; the % refers to the signal ratio;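 further: potency means the concentration at half of the fitted maximal effect; plate controls were basal doxycycline-induced cells for no effect and cells given 10 µM MG132 for full effect; MG132 reads +100%, hits lower the ratio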
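Compounds up to 46 uM were incubated four hours with TMD8 cells whose green CBG68 luciferase is fused to IkappaBalpha; red CBR luminescence normalised the signal, and concentration-effect curves were fitted to fusion, red and ratio data.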
Giardia kill: Small Molecules that selectively kill Giardia lamblia: qHTS | Giardia lamblia trophozoite viability | activity change, % at 7.66 µM, hits read low | actives 0.15% (n = 340,000) | AID 540267, 2011; in the data active means activity change below about -80%; inconclusive means between about -30% and that limit;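 further: parasites exposed to compound for two days anaerobically before the ATP read; on the % scale 0 is the no-effect control and ±100 the full control effect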
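Luminescence from cellular ATP indicates surviving trophozoites (100 cells/well) following 48 hrs anaerobic compound treatment at 37 deg C; signal develops 15-30 min at room temperature.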
GALK inh: qHTS Assay for Inhibitors of Human Galactokinase (GALK). P51570. Purified GALK, Kinase-Glo residual ATP luminescence. Potency, µM (series often up to 57.5 µM), inactives show at the top dose activity change, negative = inhibition, usual class: inhibitors. actives 0.007% (n = 270,000); further: potency means the concentration at half of the fitted maximal effect; on the % scale 0 is the no-effect control and ±100 the full control effect
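The enzyme phosphorylates galactose (100 uM) using ATP (35 uM); inhibition is detected as higher residual ATP, quantified by bioluminescence after 1 h reaction at room temperature, pH 8.0.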
TCR act: Activators of T cell receptors: qHTS campaign. primary human leukocytes, anti-CD3, IL-2 HTRF, 48 h. 330,000 tested, under 10 active. Potency, µM (highest dose often 9.22 µM), for inactives: top-dose activation of IL-2 secretion, hits mostly activators; further: % of control where 0% means no effect
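Activity was scored as IL-2 release from primary human leukocytes given only a TCR signal (a-CD3 beads) plus compound for 48 hr. Detection used a two-antibody HTRF format read at 665nm.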
AT treatment: qHTS Assay for Identifying a Potential Treatment of Ataxia-Telangiectasia; […] A-T fibroblasts, KAP-1 phosphorylation AlphaLISA; neocarzinostatin DNA damage 30 min before lysis; Potency, µM (series often up to 57.5 µM), for inactives: at the highest dose activation, actives largely listed as activators; actives 0.19% (n = 320,000); further: potency means the concentration at half of the fitted maximal effect; % of control where 0% means no effect; nearly all actives have a fitted effect of over 45% in size
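hTERT-immortalized A-T patient fibroblasts ([…]), 500 cells/well in OPTI-MEM, 1% FBS, got compounds for 60 min, then NCS for 30 min at 37C. Lysates were then assayed for phospho-KAP-1 by AlphaLISA (anti-pKAP1 donor, anti-KAP1 acceptor beads), 6 hr at 25C.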
* marks the source's active call; other numbers are inactive results; i = inactive; ? = inconclusive; nt = no result given; [ ] = another dose, or the depositor's remark. Unless noted, the call rests on the fitted dose curve; in most records, active means well fitted curve in the direction sought with a large enough effect; inconclusive means small, poorly fitted or top-dose-only effect, or another doubt; inactive means no such curve, though single readings can be large; an effect the other way counts as inactive or inconclusive. Outcome played no part in choosing rows; about 1.6% have a hit in one of these screens.

SMILES	Tb PFK block	KCNH2 WT inh	TSHR antagonist	MLL CXXC-DNA inh	Coupling enz	BCR signal inh	Giardia kill	GALK inh	TCR act	AT treatment
COc1ccccc1CNC(=O)C1CCN(Cc2nc(-c3cccc(Cl)c3)oc2C)CC1	0%	-8	-6	9%	1	4%	-23	0%	2%	1%
O=C(CN1C(=O)NC(Cc2c[nH]c3ccccc23)C1=O)NC1CC1 (stereo not drawn)	-2%	8	-1	-23%	5	-1%	15	3%	-9%	-4%
CCOc1ccc(NC(=O)COC(=O)COc2cccc3c2OC(C)(C)C3)cc1	3%	7	8	?	0	0%	-5	-2%	0%	12%
O=c1[nH][nH]c(C(F)(F)F)c1C=NCc1ccccc1Cl	1%	21	10	1%	2	15%	-2	-2%	-5%	-4%
CCOc1ccc(CCNC(=O)c2cccc(NC3=NC4CS(=O)(=O)CC4S3)c2)cc1OCC (stereo not drawn)	6%	1	-8	0%	1	?	-3	nt	-3%	4%
CCOc1ccc(-c2c(C)n([O-])c3c([n+]2=O)CCCC3)cc1	-1%	-4	23	-3%	0	0%	-6	-3%	-6%	4%
O=C(N[C@@H](Cc1ccccc1)C(=O)OCc1ccccc1)c1nc[nH]c1C(=O)NCc1ccccc1	-3%	-4	-3	-26%	-5	?	25	-3%	1%	8%
N#CCSc1nc2c(c(C3CC=CCC3)c1C#N)CCC2 (stereo not drawn)	-6%	5	-17	23%	0	?	-11	0%	-3%	4%
COc1cccc(C2=NOC(C(=O)Nc3cccc(C(C)=O)c3)C2)c1OC (stereo not drawn)	2%	2	-4	-5%	1	-2%	12	-1%	0%	-2%
CC(=O)c1cc2c(cc1NC(=O)Cn1nc(-c3ccc(C)cc3)ccc1=O)OCO2	-1%	-3	nt	12%	2	?	2	0%	-1%	-2%
CCC(=O)Nc1ccccc1C(=O)C(=O)Nc1ccccc1	2%	2	2	-10%	-3	-5%	-8	1%	-3%[46.1 µM]	-1%
CCN(C[C@H]1N[C@@](C)(C(=O)OC)[C@H]2C(=O)N(C)C(=O)[C@@H]12)S(=O)(=O)c1ccc(C(F)(F)F)cc1	-1%	1	-13	nt	nt	0%	8	nt	-1%	-3%
CCc1cc(=O)oc2cc(OC(C)C(=O)O)c(Cl)cc12 (stereo not drawn)	4%	0	7	-4%	15	1%	-19	3%	10%	-23%
CC(C)(C)c1cnnn1-c1ccc(/C=N/Nc2ccc([N+](=O)[O-])cc2)cc1	0%	0	-13	0%	0	7%	-21	-3%	3%[46.1 µM]	3%
O=C(Cc1ccc(Cl)cc1)NC1CCS(=O)(=O)C1 (stereo not drawn)	-12%	-3	-8	-12%	2	-7%	44[activator]	-4%	6%	9%
COC(=O)CN1C(=O)C(O)(CC(=O)c2cccc(Br)c2)c2ccccc21 (stereo not drawn)	0%	-1	2	7%	-1	?	9	0%	1%	13%
CCOC(=O)/C=C1\CC(=O)Nc2nonc2N1	-9%	5	-2	-5%	0	-1%	?	2%	4%	5%
C=CCSc1n[nH]c(=O)n1-c1cccc(C(F)(F)F)c1	3%	-7	-8	0%	-3	-5%	0	-2%	4%	-2%
Cc1ccc(CCC(=O)Nc2ccc(C)c(C)c2)o1	-1%	-14	-3	6%	nt	-2%	5	11%	2%	-2%
NC(=O)CSc1nc2scc(-c3ccc(Cl)cc3)c2c(=O)n1Cc1ccccc1	3%	i	-8	9%	3	?	-20	0%	-7%[46.1 µM]	3%
Cc1ccc(C)c(S(=O)(=O)N2CCN(C(=O)CSc3ccccc3)CC2)c1	-8%	-3	8	-1%	nt	-3%	7	-2%	-13%	4%
C/C(=N\NC(=O)c1nn(C)cc1Br)c1ccc(NC(=O)c2ccncc2)cc1	-3%	-8	-1	-5%	-3	?	6	-4%	-3%[46.1 µM]	5%
COc1ccc(/C=C/C(=O)Oc2cc(O)cc(O)c2)cc1	3%	-9	-4	?	-6	?	-16	4%	-4%	1%
CS(=O)(=O)Nc1cc2c3c(c1)CCC(=O)N3CCC2	0%	9	16	-1%	0	-5%	42[activator]	4%	1%	0%
COc1ccccc1NC(=O)CSC(N)=O	-3%	-9	19	-15%	2	4%	-23	0%	0%	nt

Single records (already shown).
Profile of COc1cccc(C2=NOC(C(=O)Nc3cccc(C(C)=O)c3)C2)c1OC (stereo not drawn) → Tb PFK block: 2%; KCNH2 WT inh: 2; TSHR antagonist: -4; MLL CXXC-DNA inh: -5%; Coupling enz: 1; BCR signal inh: -2%; Giardia kill: 12; GALK inh: -1%; TCR act: 0%; AT treatment: -2%
Profile of CS(=O)(=O)Nc1cc2c3c(c1)CCC(=O)N3CCC2 → Tb PFK block: 0%; KCNH2 WT inh: 9; TSHR antagonist: 16; MLL CXXC-DNA inh: -1%; Coupling enz: 0; BCR signal inh: -5%; Giardia kill: 42[activator]; GALK inh: 4%; TCR act: 1%; AT treatment: 0%
Profile of N#CCSc1nc2c(c(C3CC=CCC3)c1C#N)CCC2 (stereo not drawn) → Tb PFK block: -6%; KCNH2 WT inh: 5; TSHR antagonist: -17; MLL CXXC-DNA inh: 23%; Coupling enz: 0; BCR signal inh: ?; Giardia kill: -11; GALK inh: 0%; TCR act: -3%; AT treatment: 4%

Additional structures follow.
SMILES	Tb PFK block	KCNH2 WT inh	TSHR antagonist	MLL CXXC-DNA inh	Coupling enz	BCR signal inh	Giardia kill	GALK inh	TCR act	AT treatment
CCO[C@@H]1OC(C(=O)O)=C[C@H](c2ccc3c(c2)OCO3)[C@H]1CCCO	4%	10	0	0%	8	14%	7	0%	-4%	-17%
CCOC(=O)c1nn(-c2ccccc2)c2nnc(Cc3ccc(C)cc3)c(=O)n12	1%	6	-7	-3%	3	8%	-6	0%	2%[46.1 µM]	-7%
CCN1CCN(C(=O)c2cc(-c3ccco3)nc3ccccc23)CC1	-20%	1	9	nt	nt	6%	-8	nt	5%	-4%
COc1cccc(NC(=O)CN(C)C(C)C(=O)Nc2ccc(C(C)=O)cc2)c1 (stereo not drawn)	?	1	11	10%	1	-8%	-16	-8%	3%	-1%
N#CC1=C(SCC(N)=O)NC(=O)CC1c1ccccc1Cl (stereo not drawn)	9%	-21	9	-2%	3	?	6	1%	13%	-3%
Cn1cc(P(=S)(N2CCOCC2)N2CCOCC2)cc1P(=S)(N1CCOCC1)N1CCOCC1	-5%	9	-8	?	0	0%	-4	-2%	1%	-2%
CC[C@@H](C)[C@@H](C(=O)N1CCN(C(=O)OC(C)(C)C)CC1)n1cc(CCCCNC(=O)OC(C)(C)C)nn1	-1%	-15	-13	-7%	2	-13%	-15	5%	0%	-1%
Cc1c(NC2=NC3(CCCCC3)Cc3ccccc32)c(=O)n(-c2ccccc2)n1C	1%	23	21	1%	-1	15%	-6	0%	-30%	-13%
Cc1ccc(C)c(N2CCN(S(=O)(=O)c3cc4c(cc3Cl)NC(=O)CO4)CC2)c1	2%	-14	16	nt	5	-13%	-8	nt	-4%	-7%
O=C(CSC1=Nc2ccccc2C2CC=NN12)Nc1ccc(F)cc1Cl (stereo not drawn)	-7%	1	-8	1%	2	-9%	-20	1%	-23%	1%
O=C(Nc1cccc(C(F)(F)F)c1)/C(=C/c1ccco1)NC(=O)c1cccs1	11%	32	7	23%	-12	-2%	0	-1%	-6%	-6%

Copied from the list.
Result of COC(=O)CN1C(=O)C(O)(CC(=O)c2cccc(Br)c2)c2ccccc21 (stereo not drawn) under Giardia kill: 9
Result of O=C(N[C@@H](Cc1ccccc1)C(=O)OCc1ccccc1)c1nc[nH]c1C(=O)NCc1ccccc1 under Tb PFK block: -3%

Three of the entries above in order of their number in GALK inh, low to high.
compound	GALK inh
CCOc1ccc(NC(=O)COC(=O)COc2cccc3c2OC(C)(C)C3)cc1	-2%
O=C(CSC1=Nc2ccccc2C2CC=NN12)Nc1ccc(F)cc1Cl (stereo not drawn)	1%
COc1ccc(/C=C/C(=O)Oc2cc(O)cc(O)c2)cc1	4%
